OX1R antag-1: antagonists of human orexin 1 receptor (OX1R). O43613. OX1R-expressing cells, FRET antagonist read-out. inhibition, % at 6.6 µM. hit rate 1.8% among 330,000. AID 485270; in the data active = inhibition mostly above about 38%, no sharp cut-off; inactive = mostly below about 40%;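 also: 0% = agonist challenge alone and 100% = reference antagonist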
Target sequence (O43613 whole entry, looked up): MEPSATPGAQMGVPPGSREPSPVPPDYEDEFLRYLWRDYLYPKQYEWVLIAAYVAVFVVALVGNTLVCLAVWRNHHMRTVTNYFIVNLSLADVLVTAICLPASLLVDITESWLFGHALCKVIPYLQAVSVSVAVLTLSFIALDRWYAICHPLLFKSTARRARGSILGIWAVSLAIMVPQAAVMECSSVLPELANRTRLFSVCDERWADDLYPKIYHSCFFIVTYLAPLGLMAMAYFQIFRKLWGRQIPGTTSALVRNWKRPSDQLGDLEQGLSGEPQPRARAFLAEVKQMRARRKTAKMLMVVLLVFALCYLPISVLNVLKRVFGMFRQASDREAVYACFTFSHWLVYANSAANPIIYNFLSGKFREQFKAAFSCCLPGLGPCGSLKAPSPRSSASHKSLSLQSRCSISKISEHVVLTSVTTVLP
STK33 kinase inh: inhibitors of human STK33 kinase | Q9BYT3 | purified STK33, MBP phosphorylation, ADP-Glo luminescence | inhibition, % at 10 µM | hit rate 0.073% among 320,000 | AID 2661;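 active = inhibition at or above 25%, using the most active replicate where run in duplicate; inactive = inhibition below 25%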
Target sequence (Q9BYT3 whole entry, looked up): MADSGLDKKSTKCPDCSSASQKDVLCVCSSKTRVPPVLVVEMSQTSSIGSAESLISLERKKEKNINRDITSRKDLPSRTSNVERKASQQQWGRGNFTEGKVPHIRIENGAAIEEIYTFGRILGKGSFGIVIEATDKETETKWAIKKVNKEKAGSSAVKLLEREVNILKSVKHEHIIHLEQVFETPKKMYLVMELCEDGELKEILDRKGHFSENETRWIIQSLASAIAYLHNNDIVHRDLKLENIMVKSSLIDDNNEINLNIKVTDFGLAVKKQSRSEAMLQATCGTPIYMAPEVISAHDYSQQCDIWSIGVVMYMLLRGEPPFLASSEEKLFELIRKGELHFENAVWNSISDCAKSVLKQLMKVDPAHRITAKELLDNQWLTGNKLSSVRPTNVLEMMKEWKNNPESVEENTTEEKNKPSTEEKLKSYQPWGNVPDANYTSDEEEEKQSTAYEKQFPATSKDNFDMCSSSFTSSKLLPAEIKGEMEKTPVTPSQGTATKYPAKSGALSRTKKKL
OX1R antag-2: blocks the human orexin 1 receptor; inhibition, % at 5 µM; AID 434989; hit rate 0.43% among 330,000; CHO/OX1R cells, Fluo-8 calcium fluorescence, orexin A;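 active = inhibition above its plate's threshold, mean inhibition of all tested compounds on the plate plus 3 SD, cut at about 37% in these data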;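 also: 0% = orexin A challenge wells and 100% = SB-334867-A antagonist wells; not every result past the cut was called active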
* hit, by the source's call; . = not tested or not shown. These rows are one share of the data. The share of hits here may be higher or lower than overall.

Values run as follows: OX1R antag-1, STK33 kinase inh, OX1R antag-2
- CC12CC[C@H]3[C@@H](CCC4(O)C[C@H](O)CCC34/C=N/NC(=O)c3ccccc3F)C1(O)CCC2C1=CC(=O)OC1 (stereo partly drawn)
    13, 1.7, 3
- COc1ccc(-n2c(-c3ccco3)nc3ccccc3c2=O)cc1
    38, 0.1, -17
- CC(=O)Nc1ccccc1C(=O)C(=O)Nc1cccc(C(=O)N2CCC3(CC2)OCCO3)c1
    15, -0.7, -19
- COC(=O)C1=COC(C)C2CN3CCC4(C(=O)Nc5ccccc54)C3CC12 (stereo not drawn)
    11, -0.1, -26
- O=C(c1cc(=O)[nH]c2ccc(Br)cc12)N1CCC2(CC1)OCCO2
    1, -0.4, -11
- CC(C)Oc1ccc(Cc2c(O)[nH]c(=O)[nH]c2=O)cc1
    8, -3.9, 5
- Clc1cccc(C2NCc3ccccc3-n3cccc32)c1 (stereo not drawn)
    11, 2.2, -16
- CN1CC2([N+](=O)[O-])CC=C(Cl)C([N+](=O)[O-])(C1)C2 (stereo not drawn)
    8, -2.1, 0
- Cc1cccc(C(O)(C(=O)NNC(=O)CN2CCN(C)CC2)c2cccc(C)c2)c1
    8, -1.1, -9
- CC1CCCCC1NC(=O)CNC(=S)N1CC2CC(C1)c1cccc(=O)n1C2 (stereo not drawn)
    -5, -1.0, -3
- CC1CCCN(c2ccc(C(=O)N3CCC4(CC3)OCCO4)cc2[N+](=O)[O-])C1 (stereo not drawn)
    11, -1.2, -15
- O=C1CC(c2ccccc2)CC(O)=C1C=NCCN1CCN(C(=O)Cc2ccccc2)CC1 (stereo not drawn)
    9, -3.0, -14
- CC1CCC(NC(=O)CNC(=S)N2CC3CC(C2)c2cccc(=O)n2C3)CC1 (stereo not drawn)
    7, -0.1, -4
- COC(=O)c1ccc(COc2cc(C)cc3oc(=O)c4c(c23)CCCC4)o1
    5, -1.0, -28
- CN(C)C(CNC(=O)Cc1ccc(Br)cc1)c1ccccc1 (stereo not drawn)
    16, -0.8, -27

Structural class: the entries above with a carbonyl joined to an NH by a bond outside any ring (6)
Values run as follows: OX1R antag-1, STK33 kinase inh, OX1R antag-2
- CC12CC[C@H]3[C@@H](CCC4(O)C[C@H](O)CCC34/C=N/NC(=O)c3ccccc3F)C1(O)CCC2C1=CC(=O)OC1 (stereo partly drawn)
    13, 1.7, 3
- CC(=O)Nc1ccccc1C(=O)C(=O)Nc1cccc(C(=O)N2CCC3(CC2)OCCO3)c1
    15, -0.7, -19
- Cc1cccc(C(O)(C(=O)NNC(=O)CN2CCN(C)CC2)c2cccc(C)c2)c1
    8, -1.1, -9
- CC1CCCCC1NC(=O)CNC(=S)N1CC2CC(C1)c1cccc(=O)n1C2 (stereo not drawn)
    -5, -1.0, -3
- CC1CCC(NC(=O)CNC(=S)N2CC3CC(C2)c2cccc(=O)n2C3)CC1 (stereo not drawn)
    7, -0.1, -4
- CN(C)C(CNC(=O)Cc1ccc(Br)cc1)c1ccccc1 (stereo not drawn)
    16, -0.8, -27

Next part:
Values run as follows: OX1R antag-1, STK33 kinase inh, OX1R antag-2
- CN1C(=O)/C(=C\N2CCc3ccccc32)C(=O)NC1=S
    18, -0.7, -19
- C[C@@H]1O[C@@H](O[C@H]2C[C@@H](O)[C@]3(CO)[C@H]4[C@H](O)C[C@]5(C)[C@@H](C6COC(=O)C6)CC[C@]5(O)[C@@H]4CC[C@]3(O)C2)[C@H](O)[C@H](O)[C@H]1O (stereo partly drawn)
    9, -1.8, 0
- CCc1cc2c(s1)N(CC(=O)OC)C(=O)CN=C2c1ccccc1OC
    16, 3.1, -15
- Cc1ccccc1-n1c(-c2ccc([N+](=O)[O-])cc2)nc2ccccc2c1=O
    13, -1.0, -17
- O=C(Nc1ccccc1F)OC1CN2CCC1CC2 (stereo not drawn)
    -1, -0.4, -3
- CN1C(=O)C(Cc2cccs2)C(=O)N(C)C1=O
    11, -0.1, -6
- COc1cc(/C=N/NP(=S)(c2ccccc2)c2ccccc2)ccc1O
    14, -0.8, -8
- Cc1ccc(N(C)C(=O)Oc2ccc(C(=O)c3ccc(Cl)cc3)cc2)cc1
    13, -1.1, -22
- O=C1NC(=O)C2(Cc3ccccc3N3CCCC32)C(=O)N1c1cccc(Cl)c1 (stereo not drawn)
    7, 0.5, -23
- O=C(c1cccc2ccccc12)C1CCCN(C2CCC2)C1 (stereo not drawn)
    10, 0.5, -18
- CC(NCc1ccc(Cl)cc1)C(O)c1ccccc1 (stereo not drawn)
    2, 4.0, 1
- CCCC(C)n1[nH]c(=O)c2c1NC(=O)CSC2c1ccc(OC)cc1 (stereo not drawn)
    10, 0.1, -28
- Cc1cccc(-n2c(O)c(C=NC34CN5CN(CN(C5)C3)C4)c(=O)[nH]c2=O)c1
    7, -1.4, -3
- COC(=O)c1ccc(-n2c(C)nc3ccccc3c2=O)cc1
    2, 0.2, -10
- O=C(O)c1ccc(Cl)nc1
    7, -1.1, -3
- Cn1cc(C(=O)OCC(=O)NC2CCCCC2)c2ccccc21
    15, -0.2, -14
- CN1CCC(N2CC3CC(C2)c2cccc(=O)n2C3)CC1 (stereo not drawn)
    13, -1.9, -9
- CCn1c(O)c(C=Nc2ccc(S(N)(=O)=O)cc2)c(=O)n(CC)c1=S
    19, -0.1, -7
- CCOC(=O)c1ccc(N=Cc2c(O)n(-c3ccc(OC)cc3)c(=S)[nH]c2=O)cc1
    5, -1.0, -7
- CCOP(=O)(OCC)C(O)c1ccc2c(c1)OCO2 (stereo not drawn)
    2, 1.0, -17
- O=c1[nH]c(=O)n(Cc2ccco2)c(O)c1C=NCCN1CCOCC1
    23, -1.7, -11
- C[C@]12CC[C@H](N)CC1=CCC1C2CC[C@@]2(C)C1CC[C@@H]2O (stereo partly drawn)
    8, 14, 23
- CC(C)CNP(=S)(c1ccccc1)C(C)(C)C (stereo not drawn)
    17, -0.9, 19
- CCOC(=O)N(CC)c1ccc(C(O)(C(=O)OCC)C(F)(F)F)cc1 (stereo not drawn)
    25, -1.5, -18
- COc1cccc(-c2nn(Cc3ccccc3)cc2C(=O)O)c1
    17, 0.7, -18
- O=C(Cc1ccccc1)Oc1cccc(-n2cnnn2)c1
    25, -0.2, -21
- COP(=O)(OC)C(NC(=O)/C=C/c1ccccc1)C(Cl)(Cl)Cl (stereo not drawn)
    22, 0.3, -19
- CCCN(CC#CCOc1ccc(OC)cc1)CCC
    16, -1.9, -15
- Cc1ccsc1C(=O)C1CCCN(Cc2cnc(N)nc2)C1 (stereo not drawn)
    8, 0.0, -13
- Cc1c(C(c2ccc(O)cc2)c2c(O)c3ccccc3oc2=O)c(=O)n(-c2ccccc2)n1C (stereo not drawn)
    6, 0.4, -10
- COc1cccc(C(=O)C2CCCN(Cc3ccon3)C2)c1 (stereo not drawn)
    8, 0.3, -1
- COC(=O)C1=C(c2ccc(S(C)(=O)=O)cc2)C[C@@H]2CC[C@H]1N2C(=O)N1CCCCC1
    23, -0.5, -7
- C[C@]12CCC3C(CC[C@@H]4CC(=O)CC[C@]34C)C1CC[C@@H]2O (stereo partly drawn)
    13, 0.5, 0
- Oc1ccc(Br)cc1CN1CCN(c2ccccc2)CC1
    -5, -0.4, -17
- Cn1cccc1/C=C1/C(=O)NC(=O)N(C(C)(C)C)C1=O
    6, -0.9, -14
- COc1cc(NC(=O)CN2C3CCC2CC(O)(c2cccnc2)C3)cc(OC)c1 (stereo not drawn)
    9, 0.4, -18
- CN1CCN(c2cn[nH]c(=O)c2Cl)CC1
    9, -1.7, -23
- COC(=O)C(O)(c1ccc(N(C)C(=O)OC(C)C)cc1)C(F)(F)F (stereo not drawn)
    15, 0.0, -16
- CN(C)c1ccc(/C=C2/C(=O)NC(=O)N(CCc3ccc(F)cc3)C2=O)cc1
    12, -0.3, -17
- CC[C@H](C)[C@@H]1O[C@@]2(C=CC1C)CC1C[C@@H](CC=C(C)C(O[C@H]3CC(OC)C(O[C@H]4CC(OC)C(O)C(C)O4)C(C)O3)C(C)C=CC=C3CO[C@@H]4C(O)C(C)=C[C@@H](C(=O)O1)[C@]34O)O2 (stereo partly drawn)
    17, -0.4, -26
- CN(C)C1(CNC(=O)Cc2ccccc2F)CCCCC1
    4, 1.0, 1
- COc1ccc(C(=O)C2CCCN(Cc3ccon3)C2)cc1OC (stereo not drawn)
    11, -0.5, -5
- Cc1cc(NCCN)nc2ccccc12
    2, 2.3, -18
- NCCc1c[nH]c2ccccc12
    18, 1.7, 4
- Cc1ccccc1C(=O)NC(Oc1ccccc1)C(Cl)(Cl)Cl (stereo not drawn)
    34, 1.4, -22
- O=C(O)c1ccc(-n2c(O)c(/C=C3\C=Nc4ccccc43)c(=O)[nH]c2=O)cc1
    12, -2.4, -3
- CCc1c(C)nc(N)nc1N1N=C1SCC(N)=O
    10, -1.9, -14
- C/C(=N\NC(=O)c1ccncc1)c1c(O)[nH]c(=O)[nH]c1=O
    18, 2.4, -13
- Cc1cc(Cl)ccc1OCCCC(=O)NCc1cccs1
    13, -1.4, -4
- Cc1nn(CC(=O)N2CCC3(CC2)OCCO3)c(=O)c2cc3ccccc3n12
    13, 0.7, 0
- CN1CCN(c2ccc(F)cc2N)CC1
    -5, -0.6, -10
- NNC(=O)c1ccc(O)cc1
    2, 3.6, 9
- O=C(C1CC(=O)N(C2CCCCCCC2)C1)N1CCC2(CC1)OCCO2 (stereo not drawn)
    13, 0.4, -16
- CS(=O)(=O)N1CCCC(C(=O)N2CCC3(CC2)OCCO3)C1 (stereo not drawn)
    12, 0.2, -9
- CC(=O)Nc1ccccc1OP1(=O)COc2ccccc2OC1
    5, 0.0, -4
- Nc1ccccc1Cl
    -1, -0.5, 9
- OC1/C(=C/c2ccc(F)cc2)N2CCC1CC2 (stereo not drawn)
    8, -0.4, -17
- C[C@H](NC(=O)N1C[C@H]2C[C@@H](C1)c1cccc(=O)n1C2)C(=O)Nc1ccccc1F
    14, 0.7, -6
- CN(CC(=O)Nc1ccccc1-c1ccccc1)C1CCCCC1
    15, 2.0, -38
- Cc1c(C=O)c2ccccc2n1Cc1cccc(F)c1
    14, -2.0, -21

The final 3 entries of the section above come first, to join the parts.
Values run as follows: OX1R antag-1, STK33 kinase inh, OX1R antag-2
- C[C@H](NC(=O)N1C[C@H]2C[C@@H](C1)c1cccc(=O)n1C2)C(=O)Nc1ccccc1F
    14, 0.7, -6
- CN(CC(=O)Nc1ccccc1-c1ccccc1)C1CCCCC1
    15, 2.0, -38
- Cc1c(C=O)c2ccccc2n1Cc1cccc(F)c1
    14, -2.0, -21
- CN(C)C(=O)Oc1ccc(Cl)c2cccnc12
    13, 0.4, -13
- CCC(=O)N1CC(=O)Nc2ccc(F)cc2C1c1ccc(F)cc1 (stereo not drawn)
    -1, -0.6, -15
- Cc1nn(Cc2ccccc2Cl)c(C)c1C(=O)OCC(=O)N1CC(C)OC(C)C1 (stereo not drawn)
    14, -0.2, -4
- O=P(O)(O)C12CC3CC(CC(C3)C1)C2
    6, -0.3, 1
- OC12ONC(c3ccccn3)C1N1CCC2CC1 (stereo not drawn)
    12, -0.4, 9
- CCOC(=O)c1c(C)n(Cc2ccccc2)c2ccc(OCC(O)Cn3nc(C)cc3C)cc12 (stereo not drawn)
    9, -2.5, -16
- Cc1cc([N+](=O)[O-])c2ccccc2[n+]1[O-]
    48, -3.3, 13
- CCN(CC)C(=O)c1ccc(NC(=O)c2c(C)noc2C)cc1
    7, 1.3, 19
- CCOC(=O)C1(CCc2ccccc2)CCN(Cc2cccc3c2OCO3)CC1
    20, 0.0, -18
- Cn1cc(NC(=O)CCl)cn1
    20, 0.7, 1
- CCOc1ccc(-n2c(O)c(C=NCCN3CCNCC3)c(=O)[nH]c2=O)cc1
    7, -0.5, -27
- CCC1CCCCN1P(=O)(c1ccc(C)o1)C(C)(C)C (stereo not drawn)
    5, 1.5, -5
- CCN(C(=O)Oc1ccccc1)c1ccc(C(O)(C(=O)OC)C(F)(F)F)cc1 (stereo not drawn)
    16, -0.9, 5
- COC(=O)C1C(O)CC2CCC1N2C (stereo not drawn)
    6, ., 3
- CCN1C(=O)C(=Cc2ccc(C)s2)C(=O)N(CC)C1=S
    9, -0.3, -2
- COC(=O)C1=C(c2ccc(S(C)(=O)=O)cc2)C[C@@H]2CC[C@H]1N2C(=O)NC(C)C
    9, -0.2, -7
- CCCCn1c(O)c(/C(CC)=N/N2CCCCC2c2cccnc2)c(=O)[nH]c1=S (stereo not drawn)
    7, 0.2, -46
- COP(=O)(OC)C(NC(=O)c1ccc(C)cc1)C(Cl)(Cl)Cl (stereo not drawn)
    22, -0.1, 13
- CN(C)C1=NP(N(C)C)(N(C)C)=NC(c2ccccc2)=N1
    36, -0.8, -21
- COC(=O)C1=C(c2ccc3ccccc3c2)C[C@@H]2CC[C@H]1N2C(=O)NCc1ccc(F)cc1
    16, -1.0, 25
- CNC(=O)Oc1cccc2ccccc12
    8, 1.3, -12
- O=c1[nH]c(=O)n(Cc2ccco2)c(O)c1/C=N/N1CCCCC1
    10, -1.0, -23
- CC(=O)N1N=C(c2c(O)n(C)c(=O)n(C)c2=O)CC1c1ccccc1 (stereo not drawn)
    2, -5.3, 1
- CCOc1ccc(CN2CCCC(C(=O)c3ccccc3OC)C2)cc1 (stereo not drawn)
    3, -0.9, -36
- O=c1cccc2n1C[C@H]1C[C@@H]2CN2CCCC[C@@H]12
    -2, -0.1, 7
- Cc1cc(NC(=O)COC(=O)c2c(C)nn(Cc3ccccc3Cl)c2Cl)no1
    14, -0.7, -11
- COc1ccc(-c2nn(CCC#N)cc2C(=O)Nc2ccccc2Cl)cc1
    23, 0.3, -19
- COc1ccc(C(=O)OC2CC[C@@]3(C)C4CCC5[C@]6(O)CC(O)[C@@]7(O)C(CN8CC(C)CCC8[C@@]7(C)O)[C@]6(O)C[C@@]53O[C@]24O)cc1OC (stereo partly drawn)
    24, -0.5, -22
- Clc1ccc2[nH]c3c(c2c1)CCNC3
    10, -0.4, -2

Bioassay records (PubChem)
